From PubChem
Yp Topo-I inh = blocks Yersinia pestis topoisomerase I activity; Y. pestis Topo-I cleavage product accumulation, plate reader; activity, % at 10 µM; actives 0.064% (n = 360,000); in the data active means activity above about 50%, passing the limit was not always enough; inconclusive means no clear call, values can overlap the other calls; further: inactives centre near 2
GDH-TPI inh = inhibits GDH-TPI coupling enzymes, artifact for Mtb FBA screen; GDH-TPI coupled enzyme counterscreen, NADH absorbance; inhibition, % at 4.8 µM; actives 1.2% (n = 360,000); in the data active means inhibition above about 30%;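 further: 0% = DMSO wells and 100% = wells lacking the enzyme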
PfHsp40 rescue = rescue of PfHsp40-mediated yeast toxicity; S. cerevisiae expressing PfHsp40, growth rescue, ATP luminescence; actives 0.68% (n = 340,000); growth rescue, % at 12.5 µM; AID 504582; in the data active means growth rescue above about 28%, passing the limit was not always enough; inconclusive means no clear call, values can overlap the other calls;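 further: yeast W303a lacking pdr1 and pdr3 grown in galactose medium; growth measured after three days at 30 °C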
Mtb BioA inh = inhibitors of Mycobacterium tuberculosis BioA enzyme | purified M. tuberculosis BioA enzyme, plate reader | inhibition, % at 9.99 µM | actives 0.096% (n = 360,000) | AID 602481; in the data active means inhibition above about 40%; inconclusive means no clear call, values can overlap the other calls
Mtb FBA inh = Mtb fructose-bisphosphate aldolase inhibition; AID 588726; purified M. tuberculosis FBA, fluorescence read-out; P9WQA3; actives 2.3% (n = 360,000); inhibition, % at 1 µM; in the data active means inhibition above about 27%;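 further: 0% = vehicle and 100% = reference inhibitor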
TcdB GH inh = TcdB glycohydrolase inhibition; P18177; TcdB glycohydrolase enzymatic assay, plate reader; inhibition, % at 9.99 µM; actives 0.24% (n = 350,000); in the data active means inhibition above about 10%
UGM FP inh = Mtb UDP-galactopyranose mutase inhibition; purified UGM, fluorescence polarization probe displacement; P9WIQ1; actives 0.06% (n = 320,000); inhibition, % at 10 µM; in the data active means inhibition above about 10%, passing the limit was not always enough; inconclusive means no clear call, values can overlap the other calls
Vc quorum ag = quorum light induction in luxS cqsA deficient V. cholerae; V. cholerae BH1578 lux reporter, luminescence, 6 h; activation, % at 18.7 µM; actives 0.16% (n = 350,000); AID 588436; in the data active means activation mostly above about 9.7%, no sharp cut-off; inconclusive means no clear call, values can overlap the other calls; inactive means mostly below about 3.7%; further: not every result past the cut was called active; inactives centre near 0; reference of the scale not given here
FadD28 FP inh = inhibitors of Mycobacterium tuberculosis FadD28 bisubstrate binding; FadD28 bisubstrate probe binding, fluorescence polarization; inhibition, % at 12.5 µM; actives 0.22% (n = 360,000); AID 588549; in the data active means inhibition above about 8.5%, passing the limit was not always enough; inconclusive means no clear call, values can overlap the other calls
* marks the source's active call; other numbers are inactive results; i = inactive; ? = inconclusive; · = no result given; & = joins results of further samples.

SMILES	Yp Topo-I inh	GDH-TPI inh	PfHsp40 rescue	Mtb BioA inh	Mtb FBA inh	TcdB GH inh	UGM FP inh	Vc quorum ag	FadD28 FP inh
Cc1nn(-c2cc(Cl)ccc2Cl)c(C)c1C(=O)O	4	1	-1.2	-1.4	4	1.6	-0.7	-0.2	-2.9
COc1ccc(S(=O)(=O)N2CCOCC2)cc1C(=O)N(C)Cc1ccccc1F	-2	-1	-0.2	0.8	1	0.8	·	-0.3	-3.4
CC(=O)Nc1ccc(S(=O)(=O)N(C)c2ccc(OCC(=O)OCC(=O)NCc3ccco3)cc2)cc1	8	3	0.1	·	-3	0.0	-1.5	-5.5	-2.3
CCc1nnc(SCc2ccc(C(=O)OC)o2)n1N	-2	-3	0.6	-3.1	3	·	4.3	i	-0.3
O=C(O/N=C/c1ccc(Cl)cc1)C1CCCCC1	-2	5	-0.8	0.1	3	0.1	0.0	i	-0.9
CCn1c(SCC(=O)NNC(=O)c2ccc(C)cc2)nnc1C(C)C	4	-7	0.5	·	2	-1.1	0.4	0.0	1.4
OC1CSc2nc3ccccc3n2C1 (centres undefined)	-12	-2	-1.0	2.0	-7	·	1.2	-0.9	-3.4
COc1ccccc1-c1nnc(SCc2nc3ccccc3s2)n1C	7	12	0.1	-0.5	4	0.6	0.6	i	-1.3
COc1ccc(CN2CCN(Cc3ccccc3F)CC2)cc1OC	0	-24	0.7	1.0	-3	0.8	1.2	i	-2.2
CC(C)(C)c1ccc(-c2n[nH]c(=S)n2-c2ccccc2)cc1	7	5	0.1	-0.9	3	0.6	-0.4	0.8	-0.8

Rewritten as labelled records: part of the list above.
smiles: CCc1nnc(SCc2ccc(C(=O)OC)o2)n1N
  Yp Topo-I inh: -2
  GDH-TPI inh: -3
  PfHsp40 rescue: 0.6
  Mtb BioA inh: -3.1
  Mtb FBA inh: 3
  TcdB GH inh: ·
  UGM FP inh: 4.3
  Vc quorum ag: i
  FadD28 FP inh: -0.3

smiles: O=C(O/N=C/c1ccc(Cl)cc1)C1CCCCC1
  Yp Topo-I inh: -2
  GDH-TPI inh: 5
  PfHsp40 rescue: -0.8
  Mtb BioA inh: 0.1
  Mtb FBA inh: 3
  TcdB GH inh: 0.1
  UGM FP inh: 0.0
  Vc quorum ag: i
  FadD28 FP inh: -0.9

smiles: CCn1c(SCC(=O)NNC(=O)c2ccc(C)cc2)nnc1C(C)C
  Yp Topo-I inh: 4
  GDH-TPI inh: -7
  PfHsp40 rescue: 0.5
  Mtb BioA inh: ·
  Mtb FBA inh: 2
  TcdB GH inh: -1.1
  UGM FP inh: 0.4
  Vc quorum ag: 0.0
  FadD28 FP inh: 1.4

Next section.
SMILES	Yp Topo-I inh	GDH-TPI inh	PfHsp40 rescue	Mtb BioA inh	Mtb FBA inh	TcdB GH inh	UGM FP inh	Vc quorum ag	FadD28 FP inh
NC(=O)C1CCN(C(=O)C2CCN(S(=O)(=O)c3ccccc3)CC2)CC1	-5	5	-0.6	-0.6	-2	0.1	0.1	i	-4.2
O=C1CSC(c2cccnc2)N1c1ccc(Cl)cc1 (centres undefined)	9	1	-0.3	2.2	3	1.6	-0.8	0.0	0.0
COc1cccc(S(=O)(=O)NCc2ccc(C(=O)N3CCN(C)CC3)cc2)c1	-3	2	-0.9	-1.2	1	0.4	·	-0.5	-1.4
CC(=O)Nc1cccc(C(=O)NCCc2ccco2)c1	5	-2	-2.0	·	-1	1.1	0.0	-0.2	-2.9
COc1ccccc1C/C(N)=N/O	-3	9	0.7	-0.7	-3	·	-2.0	-1.0	-2.2
CC(C)CNC(=O)C1(C)CCCN1C(=O)CCc1cccs1 (centres undefined)	-5	17	·	-2.4	1	-0.1	·	0.2	0.8
N/C(=N\OC(=O)c1ccc([N+](=O)[O-])cc1)c1ccccn1	2	7	-0.4	·	4	0.1	-1.7	-0.4	-0.6
O=C(NCCCN1CCOCC1)c1onc(CSc2ccncc2)c1C(=O)NCCCN1CCOCC1	7	10	20	0.4	6	0.7	1.0	-1.4	0.0
Cc1ccc(Nc2nc(N)c([N+](=O)[O-])c(N3CCCC(C)C3)n2)cc1C (centres undefined)	40	10	?	-1.0	0	·	0.5	-1.4	-1.9
S=C(NCc1ccc(Cl)cc1)NCc1ccccn1	3	7	0.2	·	1	0.8	1.0	i	0.0
COc1ccc(OCC(=O)N/N=C(\C)CC(=O)Nc2ccc(OC)cc2[N+](=O)[O-])cc1	-1	3	-0.6	·	-3	0.5	-4.6	-0.3	-2.2
C=C(C)CNC(=S)NNC(=O)c1ccco1	6	7	-0.1	-1.4	0	·	-0.1	-6.7	-3.5
CCOC(=O)C(NS(=O)(=O)c1ccc(C)cc1)(C(F)(F)F)P(=O)(OCC(C)C)OCC(C)C (centres undefined)	1	7	0.6	·	-1	-0.5	4.3	i	-2.2
C[C@H](CO)N1C[C@H](C)[C@@H](CN(C)S(=O)(=O)c2cccs2)Oc2c(NC(=O)NC3CCCCC3)cccc2C1=O	14	6	0.5	-2.8&-5.0	0	-0.9&-0.7	-0.3	-1.3	1.3
CCS(=O)(=O)N1CCC(C(=O)NCC2CCCO2)CC1 (centres undefined)	9	11	-1.2	·	4	·	-1.1	-0.3	2.6
S=C(NCCN1CCCCC1)Nc1ccc(Br)cc1	-2	0	-1.3	0.2	0	0.6	0.4	-0.5	-4.5
CCc1ccc(CNC(=O)CN2C(=O)COc3ccccc32)cc1	-2	2	1.1	-1.4	-2	-0.2	5.5	1.8	1.4
CCOc1ccc2ccccc2c1CNCCc1ccc(S(N)(=O)=O)cc1	1	-4	0.1	1.1	0	2.5	0.7	i	-2.6
O=C1CC2(CCN1)CCN(Cc1ccccc1)CC2	1	-10	0.7	·	4	-1.2	·	i	0.2
Cc1ccc(C(=O)c2nocc2C(=O)c2cccs2)cc1	-4	5	3.1	·	-1	·	-3.1	-0.3	-3.5
O=C(NCCc1nc2ccccc2[nH]1)/C(=C/c1ccco1)NC(=O)c1ccc(Br)cc1	13	14	1.8	-0.1	-1	-2.7	0.7	-0.3	-0.3
CC(=O)CC(c1ccc2c(c1)OCO2)c1c(O)c2ccccc2oc1=O (centres undefined)	-8	-13	·	·	-1	1.3	·	i	-5.9
COc1ccc(S(=O)(=O)NNC(=O)c2ccc([N+](=O)[O-])cc2)cc1	-4	10	-0.3	-2.7	0	-3.9	-2.2	-0.1	-1.3
O=C(Nc1ccccc1)N1CCOCC1	6	3	-1.4	-2.2	-1	·	0.7	i	-1.9
N=c1sccn1CC(=O)Nc1cccc(S(=O)(=O)N2CCCCCC2)c1	-1	1	0.5	0.7	1	-0.4	0.8	-0.2	-3.4
COc1ccc(NC(=O)CN2CCN(CC(=O)Nc3ccccc3F)CC2)cc1OC	-8	3	0.0	3.4	11	·	-0.7	-1.1	0.4
O=C(CCc1nc(-c2ccccc2Cl)no1)NCC1CCCO1 (centres undefined)	3	-4	1.1	0.4	-2	0.0	-1.7	-0.4	-2.3
CCOC(=O)COc1ccc2c(c1)C(=O)CC(C)(C)O2	9	20	-0.3	-0.2	48*	1.4	1.7	-0.2	0.2
CCn1cc(Br)c(C(=O)Nc2ccc(F)c(Cl)c2)n1	-7	-5	0.5	5.9	-1	·	0.0	-0.6	-8.7
CC(=NCCC(c1ccccc1)c1ccccc1)c1c(O)n(C)c(=O)n(C)c1=O	8	-1	-1.2	·	3	·	1.6	-0.1	-3.2
O=C(CSc1nnc(COc2ccc(Cl)cc2)o1)N1c2ccccc2CCc2ccccc21	61*	12	0.1	·	0	·	1.1	i	0.1
Cc1ccc(NC(C)c2cc(Cl)ccc2O)cc1 (centres undefined)	-8	22	1.1	1.9	-1	·	3.7	i	0.7
NS(=O)(=O)c1ccc(NC(=O)c2cc(-c3cccs3)nc3ccccc23)cc1	21	12	-1.5	·	24	·	-0.4	-0.2	-1.3
O=C(O)c1ccc(N2C(=O)CSC2c2cccc([N+](=O)[O-])c2)cc1 (centres undefined)	11	-1	-0.4	1.2	3	0.9	-0.3	i	-0.2
O=C(Nn1cnnc1)c1ccc(Br)s1	-5	0	-0.6	·	-2	1.1	0.5	-0.3	-5.1
COc1cccc(C2CC(c3cccs3)=NN2S(C)(=O)=O)c1 (centres undefined)	-3	0	0.5	·	7	2.0	-0.4	-0.5	0.0
CCOC(=O)CSc1ncc(-c2ccccc2)cn1	-3	13	-0.6	-5.0	1	·	1.3	3.9	-0.8
CN(C)C(=O)Oc1ccc2c(c1)O/C(=C\c1cccc([N+](=O)[O-])c1)C2=O	1	-3	2.4	-0.3	-1	0.7	-0.7	-0.7	-4.5
CC(/C=C1\SC(=S)N(CCC(=O)Nc2cccc(C(=O)O)c2)C1=O)=C\c1ccccc1	-2	1	0.9	6.1	0	-0.2	0.9	-2.2	-11
O=C(CSc1nnc(C2CC2)n1C1CC1)c1cc(F)ccc1F	-3	3	0.0	-1.4	6	-0.3	·	-0.6	-2.1
CC(=O)Nc1cc[n+](C(C)C(=O)c2ccc(Br)cc2)cc1 (centres undefined)	-1	-3	0.7	·	-2	-0.9	-3.0	i	-0.7
O=C(OCC(=O)N1CCN(S(=O)(=O)c2ccc(Cl)cc2)CC1)C1CCC1	18	0	0.6	-1.7	2	0.0	-0.3	i	-0.4
CCOC(=O)c1cn2nc(Oc3cccc(F)c3)ccc2n1	8	5	-1.6	·	24	2.0	-4.3	1.1	-0.7
CC1(C(=O)NS(=O)(=O)c2cccc(OC(F)F)c2)CCN1C(=O)COc1ccc(Cl)cc1 (centres undefined)	10	8	·	-0.6	1	-0.2	·	-0.1	0.2
COc1ccc(N(CC(=O)NCCSCc2ccccc2Cl)S(C)(=O)=O)cc1Cl	19	-5	1.9	1.1	2	0.7	1.2	0.3	-2.9
O=S(=O)(Nc1cccc(-n2cnnn2)c1)c1cccc(Cl)c1	0	6	0.4	·	2	-0.8	1.5	i	1.3
COc1ccc(OC)c(C(=O)N/N=C/c2ccccn2)c1	-4	16	?	-0.8	-2	1.3	1.0	-0.9	-2.8
O=C(c1cccc2c1-c1ccccc1/C2=N/O)N1CCCCC1	7	-14	1.6	1.8	-5	·	-1.7	2.9	-6.0
Cn1nc(C(=O)OCC(=O)Nc2ccc(SC(F)F)cc2)c2ccccc2c1=O	18	0	5.8	-2.7	0	0.4	2.0	0.0	-1.6
COc1ccc2nc(N3C(=O)/C(=C/c4ccc(Cl)cc4)NC3=S)sc2c1	-4	-4	0.1	·	-1	·	·	-0.7	-1.0
Later entries
SMILES	Yp Topo-I inh	GDH-TPI inh	PfHsp40 rescue	Mtb BioA inh	Mtb FBA inh	TcdB GH inh	UGM FP inh	Vc quorum ag	FadD28 FP inh
CN(Cc1nc2ccccc2c(=O)[nH]1)C(=O)c1cccc(NC(=O)c2cccs2)c1	2	1	-0.3	2.4	-2	-0.3	·	i	-1.0
CN(C)C(=O)c1ccc(NC(=O)c2cccc(-n3cnnn3)c2)cc1	-2	12	·	0.8	0	0.0	·	i	-1.3
CCCCCn1c(C(Cc2ccccc2)NC(=O)COC)nc2ccccc21 (centres undefined)	31	2	-0.6	-1.0	-1	1.6	0.0	-1.6	-2.5
CC(=O)Nc1c(NCC(C)C)c2ccccc2oc1=O	-6	-2	13	·	2	·	0.1	-1.7	-3.0
CCn1nnnc1NC(=O)c1cc(Cl)c(OC)c(Cl)c1	-1	9	-1.9	·	0	-0.2	-3.0	6.3	-1.0
O=C(COc1ccc(Cl)cc1Br)NNC(=O)C(=O)N1CCCCC1	-1	-4	0.0	·	-6	·	0.9	i	-2.5
O=C(NCC(=O)N1CCCCCCC1)c1cccc([N+](=O)[O-])c1	-2	17	-0.1	1.9	4	1.3	-0.2	-1.3	-2.2
CCn1c2ccccc2c2cc(N=C3SC(CC(=O)Nc4ccccc4OC)C(=O)N3CCOC)ccc21 (centres undefined)	34	6	0.1	-1.8	4	·	-0.1	-0.3	-2.0
CC1=CC(C)(C)n2c(O)c(N=NC(N)=S)c3cccc1c32	1	4	0.1	·	-4	·	-0.5	-0.3	0.4
Cc1ccc(C(=O)C2CCN(CC(=O)Nc3ccccc3C)CC2)cc1	29	-9	0.9	1.6	-4	0.4	-3.7	-0.3	-5.1
COCCN1C(=NCCCOC(C)C)N[C@@H](c2ccccc2)C(C(=O)OC)=C1C	-1	7	-1.8	0.4	6	1.3	1.0	4.5	-1.9
CSc1nn2c(C(F)(F)F)cc(C(F)(F)F)nc2c1C(N)=O	0	10	-0.6	·	-2	0.4	0.7	-0.6	-2.3
